ROC1-CUL1 inh: inhibitors of human ROC1-CUL1 ubiquitin ligase activity | E3 ubiquitin-protein ligase RBX1 (Homo sapiens) + Cullin-1 (Homo sapiens), P62877+Q13616 | in vitro K48 di-Ub FRET, acceptor:donor ratio, 45 min | inhibition, % at 10 µM | 140,000 tested, 0.6% active | AID 1347404, 2020; in the data active means inhibition above about 25%
Target sequence (P62877 whole entry, looked up): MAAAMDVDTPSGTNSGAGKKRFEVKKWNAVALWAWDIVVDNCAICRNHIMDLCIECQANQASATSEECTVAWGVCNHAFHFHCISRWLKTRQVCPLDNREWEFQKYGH
Target sequence (Q13616 whole entry, looked up): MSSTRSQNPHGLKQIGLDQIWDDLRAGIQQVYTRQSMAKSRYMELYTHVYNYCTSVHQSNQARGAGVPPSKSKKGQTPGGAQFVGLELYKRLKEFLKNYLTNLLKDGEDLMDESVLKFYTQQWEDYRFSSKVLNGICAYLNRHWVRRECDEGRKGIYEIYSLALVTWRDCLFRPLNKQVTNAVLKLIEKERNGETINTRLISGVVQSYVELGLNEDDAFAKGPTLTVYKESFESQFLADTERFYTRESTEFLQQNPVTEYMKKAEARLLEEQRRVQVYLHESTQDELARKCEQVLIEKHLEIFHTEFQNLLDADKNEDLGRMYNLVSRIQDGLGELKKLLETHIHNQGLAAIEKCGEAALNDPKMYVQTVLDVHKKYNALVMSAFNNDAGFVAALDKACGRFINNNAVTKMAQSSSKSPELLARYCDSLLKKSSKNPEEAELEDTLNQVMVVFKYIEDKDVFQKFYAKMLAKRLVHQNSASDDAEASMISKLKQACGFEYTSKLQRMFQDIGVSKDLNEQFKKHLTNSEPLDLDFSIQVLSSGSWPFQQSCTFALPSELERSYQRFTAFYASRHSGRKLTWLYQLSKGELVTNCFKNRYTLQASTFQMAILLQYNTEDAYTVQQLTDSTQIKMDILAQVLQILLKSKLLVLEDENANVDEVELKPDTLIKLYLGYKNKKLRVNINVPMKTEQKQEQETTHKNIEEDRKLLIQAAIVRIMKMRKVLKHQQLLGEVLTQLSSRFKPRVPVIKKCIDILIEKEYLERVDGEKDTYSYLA
Active calls of the source: *.

ROC1-CUL1 inh	Compound
2	CN(C)C(=O)c1cc(-c2cnn(-c3ccccc3)c2)nc2ccc(F)cc12
-1	COc1ccc(C)cc1NC(=O)C1(c2ccc(OC)c(OC)c2)CCCCC1
-6	CCOC(=O)Cn1c(=O)cc(-c2ccccc2)c2c(C)nn(C)c21
-2	COc1ccc(S(=O)(=O)N(C)Cc2nc(-c3cccc(C)c3)no2)cc1
-4	CCC(O)c1nc2ccccc2n1Cc1ccccc1C (stereo not given)
5	O=C(O)C(Cc1ccccc1)N1C(=O)/C(=C/c2ccccc2)SC1=S (stereo not given)
-3	Cc1cccc2c1Sc1ccccc1CC2N1CCNCC1 (stereo not given)
-14	Cc1ccc(Cl)cc1NC(=O)N=C1C(=O)N(c2ccccc2)N(C)C1C (stereo not given)
-3	Cc1c(CC(=O)NC2CCOCC2)c2c(n1Cc1ccccc1F)CCCC2=O
-3	Cc1nc(SCC2=Nc3c(F)cccc3C(=O)C2)n[nH]1
-3	CN(C(=O)C1CCN(c2ccccc2)C1=O)C1CCOCC1 (stereo not given)
0	COc1cc(OC)c(NC(=O)CCC2CCCC2)cc1Cl
7	O=C(c1cnn(-c2nccc(-c3cc4ccccc4o3)n2)c1C1CC1)N1CCN(CCO)CC1
4	CCOC(=O)c1c(-c2ccc(Cl)cc2)csc1NC(=O)CCc1ccccc1
2	CCCCOc1ccc2c(C)cc(=O)oc2c1C(C)=O
6	O=C(c1cn(C2CCCCC2)nn1)N1CCSCC1
1	OCc1ccccc1CN1CCCCC1
-9	CCc1ccccc1NC(=O)C1CCCN(S(=O)(=O)c2ccc3[nH]c(=O)ccc3c2)C1 (stereo not given)
-2	CCOc1ccc(NC(=O)Cn2c(=O)cc(C)c3c(C)nn(-c4cccc(Cl)c4C)c32)cc1
-4	COc1ccccc1CNC(=O)C1CCCN(c2nnc(C)c3c(C)n(-c4ccccc4)nc23)C1 (stereo not given)
7	CC(=O)c1cccc(CN2CCCC(CO)(Cc3ccccc3C)C2)c1 (stereo not given)
-7	CCN(CC)c1ccc([N+](=O)[O-])cc1/C=N/NC(=O)c1cccc(Br)c1
6	Cc1ccc(NC(=O)C2CCC(CNS(=O)(=O)c3ccc4c(c3)CCCC(=O)N4)CC2)cc1F (stereo not given)
5	NC(=O)c1ccc(-c2ccc(/C=C3/C(=O)NN(c4ccc(F)cc4)C3=O)o2)cc1
2	COc1ccccc1CNC(=O)CCc1c(C)nc2cc(-c3ccccc3OC)nn2c1C
0	CCCCOC(=O)c1ccc(NC(=O)CCCC(=O)OCC(=O)c2cccc(OC)c2)cc1
-4	Fc1ccc(-c2csc(Nc3ccc(OC(F)(F)F)cc3)n2)cc1
0	Cc1cc(=O)[nH]c2ccc(S(=O)(=O)NC3CCCCC3)cc12
2	Cc1cc(Cl)ccc1NC(=S)N1CCN(C(=O)C2CCCO2)CC1 (stereo not given)
0	CCOc1ccc(C2c3[nH]c4ccccc4c3CCN2C(=O)CSCc2ccc(F)cc2)cc1 (stereo not given)
8	COc1ccccc1OCCCn1ncc(N2CCC(CN)C2)cc1=O (stereo not given)
-2	COCCCN1C(=O)C(=O)C(C(=O)c2ccc3c(c2)CC(C)O3)C1c1cc(OC)c(OC)c(OC)c1 (stereo not given)
-10	CN(C)CCN(C)Cc1ccccc1Sc1cccc2ccccc12
-1	COc1ccccc1CNC(=O)Cn1c(-c2ccc(F)cc2)cc(C(C)=O)c1C
-1	Cc1ccc(N2C(=O)C(CC(=O)Nc3ccc(F)cc3)N(CCC3=CCCCC3)C2=O)cc1 (stereo not given)
1	CCCCSc1nnc2c(n1)OC(c1ccc(SC)cc1)N(C(C)=O)c1ccccc1-2 (stereo not given)
4	C/C=C(\C)CN1CC[C@@H](N2CCC(O)CC2)[C@H](O)C1
-4	COc1cccc(OCc2nc(C(=O)NCc3ccc(C)cc3)co2)c1
-1	O=C(c1ccccn1)c1conc1C(=O)c1ccc(Br)cc1
7	CN1CCN(c2ncccc2CNC(=O)c2ccc(Cl)s2)CC1
-3	Cc1c(Cl)cccc1NC(=O)C(=O)NCC(c1cccnc1)N1CCN(c2ccccc2)CC1 (stereo not given)
-2	Cc1cc(C)cc(-n2nnc(-c3nsc(NC(=O)c4ccccc4Cl)n3)c2C)c1
-3	COc1ccc(C(C)(CCC(C)(c2ccc(OC)cc2)c2ccc(OC)cc2)c2ccc(OC)cc2)cc1
0	CN1CCN(C(CNC(=O)c2ccc(F)cc2)c2ccc3c(c2)OCO3)CC1 (stereo not given)
-2	COC(=O)c1sc(C)cc1OC(=O)c1cc(OC)c(OC)c(OC)c1
4	CC(=O)c1cc(C(=O)NCc2nc(-c3cccc(NC(=O)C4CCCN(C)C4)c3)oc2C)cs1 (stereo not given)
4	COC(=O)CSc1nc(-c2ccccc2)cc(-c2cc(OC)c(OC)c(OC)c2)c1C#N
-1	CCC(C)NC(=O)C1CC(=O)N(c2ccccc2Cl)C1 (stereo not given)
2	N#Cc1c(-c2cccc(Cl)c2)c(C#N)c2nc3ccccc3n2c1N
4	Cc1cc(C)cc(C(=O)Nc2cccc(-c3nc4ncccc4o3)c2C)c1
5	CC1CCN(S(=O)(=O)c2cc(C(=O)NCc3ccc(N(C)C)cc3)n(C)c2)CC1
-8	Cc1noc(/C=C/c2cccs2)c1S(=O)(=O)N1CCC(C(=O)NCc2ccccc2Cl)CC1
4	O=C(Nc1ccccc1)Nc1cc([N+](=O)[O-])ccc1F
-3	CCOC(=O)CC(NC(=O)CCc1c(C)nc2c(c1C)c(=O)n(C)c(=O)n2C)c1ccc(OCC)c(OC)c1 (stereo not given)
0	Cc1ccc(C(=O)COc2ccc3c(C)c(CC(C)O)c(=O)oc3c2)cc1 (stereo not given)
8	CC1=C(C)S(=O)(=O)CCS1(=O)=O
-10	Cc1ccc(-n2c(=O)c3c(c4cc(C)ccc4n3C)n(CC(=O)c3ccc(Cl)cc3)c2=O)cc1
-4	CCC(C)C(=O)Nc1cc(OC)ccc1OC (stereo not given)
14	CCn1nc(C)c(/C=C/C(=O)Nc2ccc(F)cc2)c1C
40*	O=C(O)C1=NN(c2ccccc2)C(=O)/C1=C\c1ccc(Cl)cc1Cl

(list continues)
ROC1-CUL1 inh	Compound
5	c1ccc2c(CN3CCOCC3)csc2c1
-1	CCCOc1ccc(C(=O)Nc2ccc(NC(=O)c3ccc(Br)cc3)cc2)cc1
8	Cc1ccccc1OC(C)C(=O)Nc1cccc(NC(=O)C(C)Oc2ccccc2C)c1 (stereo not given)
9	CCc1cccc(C)c1NC(=O)CSc1nnc(Cc2ccc(OC)cc2)o1
-3	CCCNCc1cc(OC)c(OCC(=O)Nc2ccccc2)cc1Br
1	CN(CCc1ccccn1)Cc1nc(CC2CC2)no1
-6	COc1ccc(/C=C\c2onc(C)c2S(=O)(=O)N2CCC(C(=O)Nc3ccccc3OC)CC2)cc1
-10	C=Cc1ccc(CSc2nc(-c3ccc(C)cc3)nc3c2Cc2c(CO)cnc(C)c2O3)cc1
0	COc1ccc(C)cc1NC(=O)c1c(C(=O)Nc2cccc(C)c2C)sc2nc(C)cc(=O)n12
4	O=C(CN1CCN(c2ccccc2)CC1)N1CCc2ccccc2C1
-7	CCCN(CCC)C(=O)CSc1nc2sc3c(c2c(=O)n1-c1ccccc1)CCN(C(C)=O)C3
-1	CCCCOc1ccc(-c2c(C#N)c(N)nc(SCC(=O)C34CC5CC(CC(C5)C3)C4)c2C#N)cc1OC
-6	O=C(CN1C(=O)S/C(=C/c2ccc(N3CCOCC3)cc2)C1=O)N1CCOCC1
-2	COc1ccc(C2CC(=O)c3cnc(N4CCN(CCO)CC4)nc3C2)cc1 (stereo not given)
3	Cc1nnsc1C(=O)N1CCCC(CCc2ccccc2)C1 (stereo not given)
3	Brc1ccc(N=Nc2cnoc2-c2cccs2)cc1
-7	O=c1c2ccccc2c2nc3c(c(-c4ccccc4)c12)c(=O)c1ccccc13
0	CCCCCCCC(=O)N/N=C/c1ccc(Sc2nccn2C)c([N+](=O)[O-])c1
8	Cc1cccc(N2C(=O)CSC2=S)c1
8	CC(=O)N(C(C)=O)c1c(C#N)c2c(n1C(C)=O)CCCC2
2	Cc1cc(C)cc(-n2c(SCC(=O)NC3CCCCC3)nc3c([nH]c4ccccc43)c2=O)c1
-2	C=CCNC(=S)N/N=C/c1ccc(OCc2ccccc2F)c(OC)c1
-2	COc1ccc(Cl)cc1NC(=O)NCC1CCN(Cc2ccccc2F)CC1
3	C=C(C)CSc1nc2sc3c(c2c(=O)n1Cc1ccccc1)CCC3
11	CCC(=O)CC(Nc1ccc(I)cc1)c1ccccc1 (stereo not given)
0	CN(C(=O)c1ccsc1)C(Cc1ccccc1)C1CCN(C(=O)/C=C/c2ccccc2)CC1 (stereo not given)
101*	O=C(O)c1ccc2c(c1)C1C=CCC1C(C1CC=CCC1)N2 (stereo not given)
15	COc1cc(NC(=O)c2nc3nc(C)cc(C(F)F)n3n2)c(OC)cc1Cl
-2	O=C(O)CCC(=O)Nc1ccccc1F
-8	O=C(NCC(c1ccccc1)c1ccccc1)c1nn(-c2ccccc2Cl)nc1CO
4	CC(=S)NC(=O)c1cccc(C(=O)NC(C)=S)n1
-5	CC(NCc1ccccc1OCc1ccc(F)cc1)c1ccccc1 (stereo not given)
1	CN(C)C(=O)c1ccc(NC(=O)Cn2nnnc2-c2ccccc2F)cc1
5	CCOC(=O)C1CCCN(c2nc(CCc3ccccc3)cc(OCC(=O)c3ccc(C)cc3)n2)C1 (stereo not given)
3	CSc1cccc(NC(=O)CN(C)S(=O)(=O)c2ccc3c(c2)n(C)c(=O)c(=O)n3C)c1
-4	CCc1noc(C)c1C(=O)NCc1nc(-c2ccccc2NS(=O)(=O)c2cccc(F)c2)oc1C
7	CCNC(=O)C1CCN(C(=O)c2ccccc2F)CC1
11	CCOc1ccccc1CN1CCNC(=O)C1CC(=O)N(C)CC (stereo not given)
-4	CNc1nc(-c2ccc([N+](=O)[O-])cc2)cs1
0	COc1ccc(-c2noc(-c3cccnc3NCc3ccco3)n2)cc1
2	CCCc1nn(C)c(C(=O)Nc2ccc(F)cc2C)c1Cl
-3	O=C(c1ccco1)N(Cc1cccc(Cl)c1)C1CCS(=O)(=O)C1 (stereo not given)
3	Cc1ccc(C)c(N2CCN(C(=O)Cn3c(C)c4cnn(-c5ccccc5)c(=O)c4c3C)CC2)c1
0	O=S1(=O)c2ccccc2CC(Cl)c2cc(Cl)ccc21 (stereo not given)
1	COc1ccc(NC(=O)c2sc3nc(-c4cc5cccc(OC)c5oc4=O)[nH]c(=O)c3c2C)cc1
2	Cc1c(C(=O)Nc2cccc(Cl)c2)cnn1-c1ccccc1
3	Clc1ccc(-c2csc(-c3nc(-c4ccc(Br)s4)cs3)n2)cc1
-8	O=C(NN1C(=O)C2C3c4ccccc4C(c4ccccc43)C2C1=O)c1cccc(Cl)c1 (stereo not given)
-15	COc1ccc(C)cc1NS(=O)(=O)c1cc2c3c(c1)CC(=O)N3CCC2
12	Cc1cccc(NS(=O)(=O)Cc2ccc(F)cc2)c1C
2	CC(=O)CSc1nc(SCC(C)=O)c2cnc(N3CCOCC3)nc2n1
11	CCc1ccc(NC(=O)CSc2ccc(-c3ccccn3)nn2)cc1
1	Cc1c(C)n2c3c(=O)n(C)c(=O)n(C)c3nc2n1-c1cccc(O)c1
-5	CC(C)NC(=O)c1cc(Cl)ccc1NC(=O)c1ccco1
12	Cc1ccc2nc3c(cc(S(=O)(=O)c4ccc(Cl)cc4)c(=N)n3Cc3cccnc3)c(=O)n2c1
11	CCc1n[nH]c(=S)n1/N=C/c1ccc(-c2ccc(Br)cc2)o1
-8	CCCOc1ccc(NC(=O)OC2CCN(C)CC2)cc1
13	Cc1ccc(C2c3c(oc4ccc(C)cc4c3=O)C(=O)N2c2cc(C)on2)cc1 (stereo not given)
-6	CCC(=O)Nc1ccc(C(=O)NNS(=O)(=O)c2ccc(NC(C)=O)cc2)cc1
-3	CCOc1ccccc1C(=O)Nc1cccnc1
1	C=C(Br)Cn1c(C(F)(F)F)nc2ccccc21
-1	CC(C)(C)C(=O)N1CCC(C2CCN(Cc3cccnc3)CC2)C1 (stereo not given)
-2	Fc1ccc(CNC2CCCc3c2cnn3-c2ccccn2)c(Cl)c1 (stereo not given)

A different layout for 18 compounds above.
compound | ROC1-CUL1 inh
Cc1c(C(=O)Nc2cccc(Cl)c2)cnn1-c1ccccc1 | 2
Clc1ccc(-c2csc(-c3nc(-c4ccc(Br)s4)cs3)n2)cc1 | 3
O=C(NN1C(=O)C2C3c4ccccc4C(c4ccccc43)C2C1=O)c1cccc(Cl)c1 (stereo not given) | -8
COc1ccc(C)cc1NS(=O)(=O)c1cc2c3c(c1)CC(=O)N3CCC2 | -15
Cc1cccc(NS(=O)(=O)Cc2ccc(F)cc2)c1C | 12
CC(=O)CSc1nc(SCC(C)=O)c2cnc(N3CCOCC3)nc2n1 | 2
CCc1ccc(NC(=O)CSc2ccc(-c3ccccn3)nn2)cc1 | 11
Cc1c(C)n2c3c(=O)n(C)c(=O)n(C)c3nc2n1-c1cccc(O)c1 | 1
CC(C)NC(=O)c1cc(Cl)ccc1NC(=O)c1ccco1 | -5
Cc1ccc2nc3c(cc(S(=O)(=O)c4ccc(Cl)cc4)c(=N)n3Cc3cccnc3)c(=O)n2c1 | 12
CCc1n[nH]c(=S)n1/N=C/c1ccc(-c2ccc(Br)cc2)o1 | 11
CCCOc1ccc(NC(=O)OC2CCN(C)CC2)cc1 | -8
Cc1ccc(C2c3c(oc4ccc(C)cc4c3=O)C(=O)N2c2cc(C)on2)cc1 (stereo not given) | 13
CCC(=O)Nc1ccc(C(=O)NNS(=O)(=O)c2ccc(NC(C)=O)cc2)cc1 | -6
CCOc1ccccc1C(=O)Nc1cccnc1 | -3
C=C(Br)Cn1c(C(F)(F)F)nc2ccccc21 | 1
CC(C)(C)C(=O)N1CCC(C2CCN(Cc3cccnc3)CC2)C1 (stereo not given) | -1
Fc1ccc(CNC2CCCc3c2cnn3-c2ccccn2)c(Cl)c1 (stereo not given) | -2

From PubChem BioAssay

Not all compounds are listed; the hit share may differ from the screen's.
